# Screening results (PubChem)
# CFTR F508del cor = correctors of CFTR F508del function in bronchial epithelial cells | CFBE cells, YFP halide quenching; stimulated with forskolin plus potentiator P3; % fluorescence drop versus neutral controls | activity (quench increase), % at 7.58 µM | 350,000 tested, 0.36% active | AID 720511;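 active = mean added fluorescence quench of at least 8% versus neutral control, with both replicates also reaching 8%; inconclusive = only one of the mean or replicate conditions met; inactive = mean below 8% and not both replicates reaching 8%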;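 also: cells transiently co-express mutant CFTR-F508del with the halide-sensitive YFP; corrector assay measuring rescue of mutant channel to the surface after 24 h compound exposure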
# GSIS activator = GLuc luminescence reporter in INS-1E cells, primary screen for activators of glucose-dependent secretion of insulin | INS-1E GLuc reporter insulin secretion, 2-3 h | activation, % at 16.6 µM | 370,000 tested, 0.61% active | AID 743287;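 active = lowest replicate activation of at least 40%, so every replicate reaches that level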;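 also: 0% = median of neutral control wells and 100% = median of IBMX positive control wells; some compounds called inactive have numbers as strong as hits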
# FN deposit inh = fibronectin deposition inhibition; AH1F fibroblasts, Alexa488-fibronectin deposition fluorescence, overnight; inhibition, % at 12.6 µM; 350,000 tested, 0.086% active; AID 743247;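 active = mean inhibition across replicates of 30% or more, regardless of how many single replicates reach that level; inconclusive = mean under 30% yet at least half of replicates reach 30%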;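 also: positive control wells lacked labelled fibronectin entirely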
#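 Material: AH1F fibroblast monolayer depositing Alexa488-labelled fibronectin into matrix | Input: 10000 AH1F cells/well | Medium: DMEM plus 2% serum, read in PBS | Reagent: Alexa488-fibronectin, 24 nM final in well | Compound dosing: One dose per compound, pinned | Schedule: 1 h adhesion, overnight exposure | Measured by: Fluorescence at 485 nm excitation, 525 nm emission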
# miR-122 sensor = inhibitors of miR-122 in Huh7 cells | Huh7 miR-122 Renilla luciferase sensor, 48 h; neutral wells = 0, positive control = 100 | activation (reporter increase), % at 12.5 µM | 340,000 tested, 0.3% active | AID 602342;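 active = mean replicate activation score at least 90 and every replicate individually at or above 90; inconclusive = only one of the two criteria met; inactive = neither criterion met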;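 also: higher luciferase means less miR-122 activity so hits act as miR-122 inhibitors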
# EWS-Fli inh = blocks EWS/Fli oncoprotein-driven transcription. 350,000 tested, 0.67% active. inhibition, % at 12.6 µM. A673 NR0B1-luciferase reporter, viability-normalised;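 active = mean inhibition of at least 50% after viability correction, with every replicate also passing that limit; inconclusive = mean reaches 50% but only one of two replicates passes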;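 also: firefly luciferase signal divided by Alamar Blue viability fluorescence both relative to DMSO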
# PAX8 inh HTS = lowers PAX8-driven luciferase in RMG-I cells; 360,000 tested, 1.2% active; AID 652154; inhibition, % at 12.6 µM; RMG-I TPO-luciferase reporter, SteadyGlo, 24 h;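 active = mean replicate inhibition at least 60% with every replicate also reaching 60%; inconclusive = only one of the two criteria is met; inactive = mean below 60% and not all replicates reaching 60%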;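 also: luciferase light reporting Pax8 driven TPO promoter activity; plate controls were median of neutral control wells for no effect and mitoxantrone controls for full effect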
# DENV2 CPE = protects cells from dengue virus 2 cytopathic effect | DENV2-infected cells, cytopathic effect rescue, plate reader | 350,000 tested, 1.7% active | AID 651640 | CPE inhibition, % at 9.99 µM; in the data active = CPE inhibition above about 20%, passing the limit was not always enough; inconclusive = no clear call, values can overlap the other calls; tested in BHK-21 cells;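 also: 0% = median of neutral control wells and 100% = median of positive control wells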
# The depositor's hits bear a star; ? = inconclusive; . = not tested or not shown; [ ] = another dose, or the depositor's remark.
item	SMILES	CFTR F508del cor	GSIS activator	FN deposit inh	miR-122 sensor
1	O=C(O)C1CCN(c2ccc(Cl)nn2)CC1	-2.9	10	-7	.
2	O=C(CSc1nccc(-c2cccs2)n1)Nc1cccc(Cl)c1Cl	0.0	13	1	0
3	CCN(CCNC(=O)Cn1cc2c(n1)CCCC2)c1ccccc1	-1.9	-8	0	-2
4	Cc1ccc(CCN2CC(C(=O)NCCCN3CCCCC3)CC2=O)cc1 (stereo not drawn)	-3.4	3	-7	-2
5	C=CCN(Cc1nc(-c2ccccc2)no1)C(=O)c1ccoc1C	1.8	13	5	26
6	COc1ccccc1Cc1c(C2CCCCC2)nc2ccc(C)cn12	-1.5	-30	2	-1
7	CCC1CCCCN1CCCNC(=O)c1cc2c(=O)oc3ccc(C)cc3c2s1 (stereo not drawn)	-0.2	2	-13	-5
8	COc1ccccc1NC(=O)Nc1sccc1-c1nc2ccccc2s1	3.2	-4	-1	-1
9	CN(C)CCCNC(=O)C[C@H]1CC[C@@H](NC(=O)Cc2cccnc2)[C@H](CO)O1	-1.4	0	6	.
10	C/C(=N\N=C1\NC(=O)C(Cc2ccccc2)S1)c1ccccc1 (stereo not drawn)	0.8	-18	-1	.
11	CCCC(=O)Nc1sc(C)c(-c2ccc(OC)cc2)c1C#N	.	13	.	-6
12	Cc1cccc(-c2ccc([C@H]3[C@H]4CN(S(=O)(=O)c5ccccc5F)CCCCN4[C@H]3CO)cc2)c1	-4.2	-3	14	4[16.7 µM]

item	EWS-Fli inh	PAX8 inh HTS	DENV2 CPE
1	-3	-23	4
2	13	37	8
3	9	14	5
4	.	-3	-2
5	.	-11	3
6	1	4	11
7	.	-11	-2
8	-19	-18	17
9	-11	2	-7
10	10	-4	11
11	.	-9	.
12	2	19	-9

# The list goes on:
item	SMILES	CFTR F508del cor	GSIS activator	FN deposit inh	miR-122 sensor
13	C[C@H]1CCCCO[C@H](CN(C)C)[C@@H](C)CN([C@@H](C)CO)C(=O)c2cc(NC(=O)Nc3ccccc3)ccc2O1	2.9	25	.	-4[16.7 µM]
14	O=C(c1cnccn1)N1CC(=O)N2[C@H](CO)[C@H](c3ccc(C#CCC4CCCC4)cc3)[C@@H]2C1	-0.3	-23	.	.
15	Cc1ccc(NC(=O)COC(=O)c2c[nH]c3ccccc23)cc1C	-3.3	16	7	-9
16	O=C(O)c1ccccc1C(=O)Nc1ccc(-n2nccc2C(F)(F)F)cc1	.	15	2	-9
17	COc1ccccc1NC(=O)c1ccc2c(c1)C(=O)N(c1ccccc1OC)C2=O	1.6	.	3	-3
18	O=C(/C=C/c1ccc(Cl)cc1Cl)N1CCN(c2ccccc2[N+](=O)[O-])CC1	-2.1	-14	21	-17
19	COc1ccccc1NC(=O)Cn1cnc2c(oc3nc4c(cc32)CCCC4)c1=O	-1.0	.	0	-14
20	O=C(CN1CCN(Cc2ccccc2F)C1=O)NCc1cccnc1	2.1	.	0	-6
21	O=C(O)c1ccccc1Nc1ccc([N+](=O)[O-])cc1C(=O)O	1.3	-2	-5	-5
22	CCCNC(=O)Cn1nc(-c2ccccc2OC)ccc1=O	2.1	38	-3	0
23	CC1CCCN(C(=O)COC(=O)CNS(=O)(=O)c2ccc3ccccc3c2)C1 (stereo not drawn)	-0.2	-18	2	-4
24	CNC[C@H]1OCCCC[C@@H](C)Oc2ccc(N(C)C)cc2C(=O)N([C@@H](C)CO)C[C@H]1C	2.8	-2	.	0[16.7 µM]

item	EWS-Fli inh	PAX8 inh HTS	DENV2 CPE
13	3	-9	2
14	2	-8	-1
15	-1	14	1
16	-6	8	8
17	-5	-10	4
18	3	119*	2
19	-3	7	-5
20	4	-11	-1
21	4	-7	1
22	-7	-18	-6
23	7	2	6
24	6	-4	10

# Carrying on:
item	SMILES	CFTR F508del cor	GSIS activator	FN deposit inh	miR-122 sensor
25	CCOC(=O)[C@]12CCCC=C1N(Cc1ccccc1)C(=O)[C@H](CC(=O)NCC13CC4CC(CC(C4)C1)C3)C2	-2.2	-16	-3	.
26	COCC(=O)N1CC2(C1)CN(S(C)(=O)=O)[C@H](CO)c1[nH]c3cc(OC)ccc3c12	-0.3	14	.	.
27	C[C@@H]1CN([C@@H](C)CO)S(=O)(=O)c2ccc(-c3cccc(F)c3)cc2O[C@H]1CN(C)C(=O)C1CC1	-4.0	-4	-6	.
28	CCN(CCS(=O)(=O)c1ccc(Cl)cc1)C(=O)Nc1ccc(Cl)cc1	0.4	.	-16	.
29	COc1ccc(S(=O)(=O)N2CC[C@H]3[C@H](CO)Nc4ccc(C#Cc5ccccc5OC)cc4[C@H]32)cc1	-1.7	9	18	.
30	O=C(N[C@H]1CC[C@H](CCn2cc(-c3cccnc3)nn2)O[C@@H]1CO)c1ccccc1F	-1.1	20	.	-10[16.7 µM]
31	CC(=O)NNC(=S)NC(=O)c1cccc([N+](=O)[O-])c1	.	20	-8	.
32	CC(C)CCNC(=O)[C@H](CSCc1ccccc1)N1Cc2ccccc2C1=O	-3.7	-11	-10	19
33	CCCCCCCNC(=O)c1ccc(N2CCC3(CC2)OCCO3)c([N+](=O)[O-])c1	2.2	-21	2	.
34	COCCNC(=O)CSc1ccccc1C(=O)NC1CCCc2ccccc21 (stereo not drawn)	1.6	0	-2	.
35	CCN(CC)S(=O)(=O)c1cccc(C(=O)N[C@H](C(=O)Nc2nc3ccc(F)cc3s2)C(C)C)c1	.	-9	.	.
36	Fc1ccc2[nH]c3c(Cl)ncnc3c2c1	3.6	2	-11	.

item	EWS-Fli inh	PAX8 inh HTS	DENV2 CPE
25	10	18	-4
26	-1	.	-9
27	5	-16	-7
28	6	-3	1
29	30	10	-8
30	3	20	1
31	.	17	.
32	18	-9	-2
33	7	-28	0
34	3	3	2
35	-12	-12	2
36	16	12	0

# Record cards, as listed above. Order of values: CFTR F508del cor, GSIS activator, FN deposit inh, miR-122 sensor, EWS-Fli inh, PAX8 inh HTS, DENV2 CPE
# Record of `COc1ccc(S(=O)(=O)N2CC[C@H]3[C@H](CO)Nc4ccc(C#Cc5ccccc5OC)cc4[C@H]32)cc1` → -1.7, 9, 18, ., 30, 10, -8
# Record of `C[C@@H]1CN([C@@H](C)CO)S(=O)(=O)c2ccc(-c3cccc(F)c3)cc2O[C@H]1CN(C)C(=O)C1CC1` → -4.0, -4, -6, ., 5, -16, -7

# A draw from above in order of count of non-hydrogen atoms, falling.
item	SMILES	CFTR F508del cor	GSIS activator	FN deposit inh	miR-122 sensor
30	O=C(N[C@H]1CC[C@H](CCn2cc(-c3cccnc3)nn2)O[C@@H]1CO)c1ccccc1F	-1.1	20	.	-10[16.7 µM]
17	COc1ccccc1NC(=O)c1ccc2c(c1)C(=O)N(c1ccccc1OC)C2=O	1.6	.	3	-3
36	Fc1ccc2[nH]c3c(Cl)ncnc3c2c1	3.6	2	-11	.

item	EWS-Fli inh	PAX8 inh HTS	DENV2 CPE
30	3	20	1
17	-5	-10	4
36	16	12	0

# Carrying on:
item	SMILES	CFTR F508del cor	GSIS activator	FN deposit inh	miR-122 sensor
37	COc1c(C)cc(C(O)c2ncc(-c3cccc4ccccc34)[nH]2)cc1C (stereo not drawn)	-2.1	-22	7	-5
38	CCn1cc(CCCC(=O)NCc2cccc(OC)c2)c2ccccc21	2.6	-25	-1	.
39	COC(=O)[C@]1(C)N[C@H](CN(C)C(=O)COc2ccccc2)[C@@H]2C(=O)N(C)C(=O)[C@@H]21	-0.1	11	4	.
40	CCCCNC(=O)CN1C(=O)NC2(CCOc3ccccc32)C1=O (stereo not drawn)	-1.1	4	-12	?
41	C/C(=N\NC(=S)NC(C)C)c1ccccc1OC(F)F	4.2	14	-7	.
42	O=C(c1cccc2ccccc12)N1CCN(Cc2ccccc2F)CC1	0.4	-20	-11	6
43	COC(=O)c1c(C)[nH]c(C(=O)CSc2ncnc3sc(-c4ccccc4)cc23)c1C	.	4	7	-4
44	CCOC(=O)C1=CC[C@@H](c2ccc(OC)cc2)[C@@H]1C(=O)c1ccccc1	1.2	.	.	.
45	CC(=O)/C(N=Nc1ccc2c(c1)OCO2)=C(\C)O	.	19	12	.
46	CCCC(=O)NC(=S)NNC(=O)c1ccc([N+](=O)[O-])cc1	.	1	1	.
47	Cc1ccc(C)c(NS(=O)(=O)c2ccc(-c3ccc(=O)[nH]n3)o2)c1	1.7	2	-2	1
48	Cc1ccc(C)c2sc(NC(=O)c3ccc(N4C(=O)CCC4=O)cc3)nc12	1.9	18	-1	-11

item	EWS-Fli inh	PAX8 inh HTS	DENV2 CPE
37	11	19	17
38	8	14	1
39	1	-15	20
40	6	-3	12
41	0	-5	1
42	3	-41	-7
43	.	.	.
44	-4	0	-9
45	.	-65	.
46	.	-22	.
47	5	2	0
48	-6	-14	16

# The list continues.
item	SMILES	CFTR F508del cor	GSIS activator	FN deposit inh	miR-122 sensor
49	Cc1ccccc1CNC(=O)CCn1nc(C)c2c(C)n(-c3ccccc3)nc2c1=O	-0.2	10	3	-2
50	Cc1nnc(NC(=O)c2ccc3c(c2)NC(=O)CS3)s1	1.4	6	-8	3
51	CCOC(=O)c1ccc(S(=O)(=O)N2CCC(N3CCCCC3)CC2)cc1	-2.6	0	13	12
52	Cc1ccc(-n2nc(C)c3c(C)c(CCC(=O)NCC4CCCO4)c(=O)n(C)c32)cc1 (stereo not drawn)	6.2	-4	5	7
53	COc1ccc(NC(=O)N[C@@H]2C=C[C@H](CC(=O)NC3CCC3)O[C@@H]2CO)cc1	-1.2	11	.	.
54	COc1ccc(C(=O)Nc2ccccc2C(=O)NCCN2CCOCC2)cc1OC	0.2	3	6	.
55	COC(=O)c1ccc(C(=O)N2CCCC(CNC(=O)c3ccc(F)cc3)C2)cc1 (stereo not drawn)	-1.7	-7	-6	-6
56	CN(CC(=O)Nc1ccc(F)cc1)C(=O)c1ccc(OCc2cn3ccccc3n2)cc1	-0.2	.	-17	4
57	CCC(=O)Nc1ccc2c(c1)C(=O)N(C)C[C@@H](OC)[C@H](C)CN(C(=O)Cc1ccccn1)[C@@H](C)CO2	0.4	1	-1	.
58	COc1ccc(NC(=O)C2CCCO2)c(OC)c1 (stereo not drawn)	0.1	3	3	0
59	Cc1noc(C)c1S(=O)(=O)N(C)C[C@H]1Oc2ccc(NC(=O)Nc3cccc4ccccc34)cc2CC(=O)N([C@H](C)CO)C[C@@H]1C	-0.3	-41	-10	-5[16.7 µM]
60	COc1cc(/C=C2\NC(=S)NC2=O)ccc1OCc1cccc(C(=O)O)c1	3.5	-7	-1	-3

item	EWS-Fli inh	PAX8 inh HTS	DENV2 CPE
49	4	5	5
50	-9	-6	2
51	-4	-10	32*
52	6	3	6
53	4	-11	-4
54	5	-6	11
55	.	-13	10
56	-17	-26	-6
57	-15	-4	-4
58	-21	-22	-2
59	3	-14	14
60	-20	-24	5

# Next section
item	SMILES	CFTR F508del cor	GSIS activator	FN deposit inh	miR-122 sensor
61	C[C@H](CO)N1C[C@H](C)[C@@H](CN(C)C(=O)Nc2ccc(F)cc2)Oc2cc(-c3cccc(C(=O)N(C)C)c3)ccc2S1(=O)=O	-2.3	-7	10	6[16.7 µM]
62	CO[C@H]1CN(C)C(=O)c2ccc(NS(=O)(=O)c3ccc(F)cc3)cc2OC[C@@H](C)NC[C@@H]1C	1.0	23	3	.
63	Cc1cccc(C(=O)NNC(=O)c2ccc(NS(=O)(=O)c3cccs3)cc2)c1C	1.3	-15	-15	-1
64	N=c1oc2ccc(Br)cc2cc1C(=O)NCc1ccc(F)cc1	-0.1	-23	-3	.
65	CCC(C(=O)OCC(=O)NCc1ccc2c(c1)OCO2)c1ccccc1 (stereo not drawn)	0.4	-24	6	-10

item	EWS-Fli inh	PAX8 inh HTS	DENV2 CPE
61	18	.	7
62	17	2	-1
63	2	3	1
64	.	15	-7
65	-13	-3	0
